CHRM4 PAM: potentiates acetylcholine response at human M4 receptor. P08173. CHO-K1 hM4/Gqi5, Fluo-8 calcium fluorescence, ACh EC20; 0% = ACh EC20, 100% = maximal ACh. activation, % at 3 µM. hit rate 0.4% among 360,000. AID 624126;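 active = activation above its plate's cutoff, the mean activation of sample wells plus 3 SD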; note: some results filed as inactive read as strong as hits
Target sequence (P08173 whole entry, looked up): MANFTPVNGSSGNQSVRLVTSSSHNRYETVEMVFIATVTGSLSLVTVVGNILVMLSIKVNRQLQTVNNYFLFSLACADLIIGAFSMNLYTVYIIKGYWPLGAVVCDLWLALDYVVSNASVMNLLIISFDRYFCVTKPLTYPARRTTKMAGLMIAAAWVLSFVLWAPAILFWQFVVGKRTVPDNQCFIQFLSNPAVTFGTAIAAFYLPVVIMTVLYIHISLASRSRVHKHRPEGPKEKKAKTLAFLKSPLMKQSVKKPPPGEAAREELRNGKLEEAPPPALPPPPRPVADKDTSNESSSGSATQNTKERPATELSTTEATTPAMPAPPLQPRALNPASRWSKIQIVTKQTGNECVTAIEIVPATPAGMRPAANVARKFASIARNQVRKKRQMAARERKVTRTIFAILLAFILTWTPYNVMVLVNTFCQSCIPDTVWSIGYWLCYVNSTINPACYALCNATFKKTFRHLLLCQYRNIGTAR
CRFR2-BP antag: antagonists of CRF-binding protein/CRF-R2 receptor complex | HEK293 CRF-R2/CRF-BP, CRF-induced calcium fluorescence | inhibition, % at 11.8 µM | hit rate 0.59% among 350,000 | AID 588475;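 active = inhibition of the ligand-induced calcium signal above about 50% at the single tested concentration, limit read from the data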
TAAR1 antag: antagonists of human TAAR1 | Q96RJ0 | CHO RD-HGA16 TAAR1, Fluo-8 calcium fluorescence, antagonist | hit rate 1.5% among 360,000 | AID 624466 | inhibition, % at 3 µM;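 active = inhibition above a per-plate cutoff, the mean inhibition of test compounds on that plate plus 3 SD, cut at about 49% in these data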;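 note: 0% = DMSO plus EC80 beta-PEA response and 100% = DMSO alone without agonist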
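Assay system: CHO-derived RD-HGA16 cells stably expressing human TAAR1 plus Gα16. Timing: 140 s kinetic read after compound, 140 s after agonist. Technique: kinetic Fluo-8 calcium fluorescence measurement. Measure: % inhibition of agonist calcium response.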
CHRM5 antagonist: antagonists of human muscarinic M5 receptor (CHRM5); P08912; CHO-hM5 cells, Fluo-8 calcium fluorescence, ACh EC80; inhibition, % at 3 µM; hit rate 0.59% among 360,000;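 active = inhibition above a per-plate cutoff, the mean of that plate's test compounds plus 3 SD, cut at about 27% in these data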;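 note: 0% = acetylcholine EC80 with DMSO and 100% = DMSO without agonist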
Target sequence (P08912 whole entry, looked up): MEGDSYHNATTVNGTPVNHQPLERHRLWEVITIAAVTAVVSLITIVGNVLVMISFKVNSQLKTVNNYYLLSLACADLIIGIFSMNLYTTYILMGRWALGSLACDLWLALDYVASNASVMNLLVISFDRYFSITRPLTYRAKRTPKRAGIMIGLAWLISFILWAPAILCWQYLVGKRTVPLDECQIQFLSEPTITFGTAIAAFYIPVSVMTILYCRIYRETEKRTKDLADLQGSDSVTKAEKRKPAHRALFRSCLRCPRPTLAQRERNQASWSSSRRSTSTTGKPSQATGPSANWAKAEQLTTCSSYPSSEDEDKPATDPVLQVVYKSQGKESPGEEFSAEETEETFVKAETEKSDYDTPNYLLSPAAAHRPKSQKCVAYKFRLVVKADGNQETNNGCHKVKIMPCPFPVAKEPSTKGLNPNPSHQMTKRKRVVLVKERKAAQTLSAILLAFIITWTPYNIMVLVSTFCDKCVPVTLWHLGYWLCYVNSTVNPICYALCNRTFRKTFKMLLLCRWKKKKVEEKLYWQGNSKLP
CRFBP-R2 agonist: agonists of human CRF-binding protein/CRF-R2 receptor complex. HEK293 CRF-R2/CRF-BP, calcium dye fluorescence (FLIPR); percent of saturating CRF peptide response. activation, % at 13.2 µM. hit rate 0.46% among 350,000;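 active = activation of at least 50%, plus an integration ratio under a set limit after plate pattern correction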;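 note: plate controls were neutral control wells without compound for no effect and CRF at EC100 for full effect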
TAAR1 ag: agonists of human TAAR1; CHO RD-HGA16 TAAR1, Fluo-8 calcium fluorescence; vehicle wells 0%, saturating PEA agonist 100%; activation, % at 3 µM; hit rate 0.99% among 360,000; AID 624467;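 active = activation above the mean activation of all test compounds in the run plus 3 SD, cut at about 38% in these data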
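Test system: RD-HGA16 (CHO) cells co-expressing Gα16 and hTAAR1; dosing: one-point dosing at 3 µM (nominal); timing: 17-24 h seeding, 75 min 37 °C dye, 30 min RT; signal: kinetic Fluo-8 calcium fluorescence; read-out basis: % activation relative to PEA EC100 response; controls: DMSO and PEA EC100; replicates: n 1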
CHO-K1 Ca PAM: nonselective activator or artifact in parental CHO-K1 calcium assay. hit rate 0.02% among 360,000. ATP EC20, Fluo-8 calcium fluorescence; 0% at ATP EC20, 100% at ATP max. activation, % at 3 µM;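 active = activation above the run cutoff, the mean activation of all test compounds plus 3 SD, cut at about 40% in these data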;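 note: peak over basal fluorescence ratio in a 140 s read after ATP addition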
CHRM5 agonist: CHRM5 agonism in calcium assay | AID 624037 | CHO-K1 hM5 cells, Fluo-8 calcium fluorescence; 0% DMSO wells, 100% maximal acetylcholine response | activation, % at 3 µM | hit rate 0.19% among 360,000;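 active = activation above the run's mean over test compounds plus 3 SD, cut at about 23% in these data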;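 note: signal is peak over basal fluorescence ratio across the kinetic read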
CHRM5 PAM: CHRM5 positive allosteric modulation. P08912. CHO-K1 hM5, Fluo-8 calcium, ACh EC20 PAM; 0% = ACh EC20, 100% = ACh EC100. activation, % at 3 µM. hit rate 0.3% among 360,000. AID 624038;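 active = activation above the run cutoff, the mean activation of all test compounds plus 3 SD, cut at about 18% in these data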
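Assay system: CHO-K1 hM5 cells / Incubation: Fluo-8 loading 80 min at 37 °C plus 30 min room temperature / Technique: Fluo-8 calcium dye fluorescence, kinetic read / Repeats: single replicate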
* hit, by the source's call; nt = not tested or not shown.

Start of the listing, in advance (two entries):
SMILES	CHRM4 PAM	CRFR2-BP antag	TAAR1 antag	CHRM5 antagonist	CRFBP-R2 agonist	TAAR1 ag	CHO-K1 Ca PAM	CHRM5 agonist	CHRM5 PAM
O=C(O)C1CCCCN1S(=O)(=O)c1ccccc1 (centres undefined)	-5	22	-1	10	-1.9	12	14	-2	-6
CCOC(=O)/C=C/[C@H]1CC2(CCO1)SCCCS2	12	-4	9	6	-2.8	18	8	0	10

The listing, from the start:
SMILES	CHRM4 PAM	CRFR2-BP antag	TAAR1 antag	CHRM5 antagonist	CRFBP-R2 agonist	TAAR1 ag	CHO-K1 Ca PAM	CHRM5 agonist	CHRM5 PAM
O=C(O)C1CCCCN1S(=O)(=O)c1ccccc1 (centres undefined)	-5	22	-1	10	-1.9	12	14	-2	-6
CCOC(=O)/C=C/[C@H]1CC2(CCO1)SCCCS2	12	-4	9	6	-2.8	18	8	0	10
Cc1cc(C)nc(SCc2cc(=O)c(OC(=O)c3ccc(Br)o3)co2)n1	-1	30	-19	-3	0.7	0	-12	-3	-2
CC1(C)CC2CC(C)(CN2C(=O)c2cc(-c3ccc(O)cc3)on2)C1 (centres undefined)	0	-26	10	17	-0.1	14	9	1	-4
COc1ccc(N2CC(C(=O)N3CCC(c4nc5ccccc5[nH]4)CC3)CC2=O)cc1 (centres undefined)	-3	-15	-12	6	1.6	-1	10	-2	-1
O=C1NC[C@@H](CCCCN2CCN(CCc3ccccc3)C(=O)C2=O)N(CC2CCCCC2)C1=O	5	nt	-17	0	nt	1	12	1	-8
CN(C(=O)c1ccc(NC(=O)Cc2cccc(NC(=O)C3CCN(C(=O)c4ccccc4)CC3)c2)cc1)C1CC1	4	-3	-22	0	-1.5	1	10	0	-3
Cc1cc(NC(=O)c2cn(C3CCCCC3)c(=O)c3c2c2ccccc2n3C)no1	-1	-15	-11	-2	-1.7	-2	-3	1	-7
CCCN(CC(=O)Nc1ccc(F)c(F)c1F)C(=O)Cn1c(=O)cnc2ccccc21	-5	-11	-17	9	-1.1	2	18	-1	-5
FC(F)(F)Oc1ccc(NC(=S)Nc2ccccc2N2CCOCC2)cc1	-7	-3	17	4	3.0	14	7	0	1
Cc1nc(CNS(=O)(=O)c2cc(F)ccc2F)cs1	3	7	-14	-1	1.3	7	11	-4	-3
Cn1cccc1C1C=C(c2ccc(C(C)(C)C)cc2)Nc2ncnn21 (centres undefined)	5	-29	46	9	12	12	12	0	-4
COC(=O)C1=C(C(=O)OC)[C@@H]2Nc3ccccc3[C@@]23C[C@@H](C(=O)OC)N(C(=O)COCc2ccccc2)C3=N1	-2	-6	8	2	2.1	10	10	2	3
Cc1ccc(C(=O)Nc2ccncc2)c(C)c1	-3	-3	-2	-4	0.1	4	20	0	-4
COC(=O)c1ccc2c(=O)n(CCCCCC(=O)N3CCN(c4ccc(F)cc4)CC3)c(=O)[nH]c2c1	-2	-6	35	3	-0.7	13	14	3	-4
CN(CCC#N)CC(=O)Nc1ccc(NC(=O)CN(C)CCC#N)cc1	7	18	6	3	-3.1	3	0	2	-2
Cc1cccc(C)c1OCC(=O)Nc1ccc2c(c1)OCCO2	2	6	-5	-4	-2.6	1	17	-4	0
COCCN(C(=O)c1ccco1)c1nnc(-c2ccc(F)cc2)s1	2	6	6	8	-0.8	-1	1	-1	6
NS(=O)(=O)c1cc(C(=O)N2CCNC(=O)C2)ccc1Cl	8	0	-1	-4	1.0	0	7	-1	3
COc1ccccc1CNC(=O)c1cc(-c2ccccc2)n(Cc2cc(C)no2)n1	10	2	17	7	-2.6	8	4	-6	-3
CCOC(=O)N1CCN(S(=O)(=O)c2cc(Cl)ccc2Cl)CC1	-4	2	-3	2	-1.1	3	-4	-1	0
CC(C)c1ccccc1NC(=S)NC(=O)C1CCCCC1	0	-35	16	9	3.5	16	-4	-1	4
CCCCNC(=O)C[C@@H]1C[C@@]2(C(=O)OCC)CCC=C2N(CCC2=CCCCC2)C1=O	14	nt	-14	-1	nt	6	9	1	2
CCCN1C(=O)C2(C(C(=O)c3ccc(C)o3)=C(O)C(=O)N2CCCN2CCOCC2)c2ccccc21 (centres undefined)	14	2	nt	-2	3.8	nt	11	2	1
Cc1cccc(CNC(=O)C2CCC(=O)N(C3CC3)C2)c1 (centres undefined)	0	-8	-12	1	1.0	0	-16	-2	3
Cc1cc(C(=O)NC(=S)Nc2cccc(C(=O)O)c2C)ccc1[N+](=O)[O-]	2	2	-7	6	0.0	0	14	-1	5
C=CCn1c(=O)c(C(=O)NCc2ccc(Cl)cc2)c(O)c2ccccc21	-3	-24	-19	-4	4.2	3	-1	-1	0
Cc1ccc(Cl)cc1Nc1nc(-c2cccnc2)cs1	-4	-16	5	0	-0.6	-2	-13	-12	-3
Cc1ccc(C(=O)N/N=C\c2ccc(-c3ccc([N+](=O)[O-])cc3)o2)cn1	-24	4	-25	24	0.9	5	11	-1	-20
CCN(CC)S(=O)(=O)c1ccc(N2CCOCC2)c(NC(=O)c2ccc(OC)c([N+](=O)[O-])c2)c1	2	5	-25	0	-1.4	2	17	-1	-1
O=C(CCN1CCCC1=O)NC1CCCc2c1cnn2-c1ccc(F)cc1F (centres undefined)	2	2	-21	-9	0.1	1	4	-3	5
CC(=O)Nc1ccc(S(=O)(=O)Nc2ccc(C(=O)NCC(=O)O)cc2)cc1	-8	4	-24	10	1.9	0	10	4	-4
Cc1ccccc1NC(=O)CSc1nc2scc(C)c2c(=O)[nH]1	12	3	-10	8	-0.3	2	8	1	1
Cc1ccc(-c2nc3ccc(Cl)cn3c2Cc2ccsc2)cc1	-2	nt	11	-7	nt	-2	-1	2	-2
CCN(CC)CC(=O)Nc1sc2c(c1C(=O)c1ccccc1OC)CCC2	-13	19	-36	6	-1.2	-2	11	-12	-4
O=C(/C=C/c1cccc([N+](=O)[O-])c1)Nc1cccc(NC(=O)c2cccs2)c1	-14	7	58*	15	-3.1	11	-5	0	-17
O=C1CCCN1CC(O)CS(=O)(=O)Cc1ccc(Cl)cc1Cl (centres undefined)	-1	-8	-4	-5	0.7	3	22	0	5
Cc1ccc2nc(-c3ccc(NC(=O)CSc4ccccc4)cc3)[nH]c2c1	3	6	1	7	0.7	1	13	-2	-3
O=C(Nc1nccs1)C1CCN(S(=O)(=O)c2ccc3c(c2)OCCCO3)CC1	3	12	17	10	-0.1	3	-4	4	-9
Cc1ccc(S(=O)(=O)NC(=O)C2CCCCC2)cc1	-1	30	3	4	-0.1	2	1	0	-6
CCOC(=O)C1CCCN(C(c2ccccn2)c2c(C)[nH]c3ccccc23)C1 (centres undefined)	1	11	71*	0	0.3	67*	20	1	-4
COc1ccc(OC)c(NC(=O)COC(=O)COc2ccc(Nc3ccccc3)cc2)c1	-3	18	34	7	-2.4	5	6	2	-10
O=C(COC(=O)c1cc(S(=O)(=O)NCc2ccccc2)ccc1O)c1cc2ccccc2o1	-3	-3	-13	-4	1.6	0	9	2	7
CC(NC(=O)Cc1ccc(Br)cc1)c1ccccc1 (centres undefined)	-5	6	-4	15	-1.0	2	-26	-4	1
O=C1NC[C@@H](CCCCN2C[C@H](Cc3ccc(O)cc3)N(CCc3ccccc3)C(=O)C2=O)N(Cc2ccccc2)C1=O	0	nt	-1	9	nt	2	-4	0	-5
O=C(NCCc1ccccc1)c1ccco1	5	-4	-2	-1	-1.5	29	16	-2	3
Nc1ccc2c(c1)Cc1cc(N)c(Br)cc1-2	3	17	-9	1	-0.8	-1	20	-3	1
CCN(CC(=O)Nc1c(F)cccc1F)C(=O)Cn1c(=O)cnc2ccccc21	-2	9	-27	4	-0.7	1	-3	1	2
COc1ccc(S(=O)(=O)NC2(C(F)(F)F)N=C3SCCN3C2=O)cc1 (centres undefined)	8	-6	5	7	1.0	7	2	0	-2
CCCCCCN1CCN(C2CN(Cc3cn(CCCC(=O)OC)nn3)S(=O)(=O)C2)CC1 (centres undefined)	11	nt	-14	2	nt	1	11	-4	3
Cc1ccccc1OCC(O)CN1CCN(c2ccccn2)CC1 (centres undefined)	5	6	3	3	-1.1	12	6	-4	2
O=C1OC(CN(Cc2ccccc2)Cc2ccccc2)CN1N=Cc1ccc([N+](=O)[O-])o1 (centres undefined)	6	-65	27	12	-2.3	-1	-15	-1	-15
COC(=O)C(NC(=O)c1ccccc1)c1ccccc1 (centres undefined)	-5	-5	-2	-3	-1.9	18	-6	0	2
CN(C)c1ccc(C(C(=O)NCc2ccccc2)N(Cc2ccco2)C(=O)c2snc(C(N)=O)c2N)cc1 (centres undefined)	-16	15	71*	26	0.7	18	1	-3	-15
CC1=CC2=NC(=O)CC(C)(C(=O)N(CC(=O)NC(C)(C)C)C3CCCC3)N2C=C1 (centres undefined)	10	-18	0	-9	-1.5	18	18	-2	0
O=C(c1cccc(C(F)(F)F)c1)c1c[nH]c(C(=O)NCCCN2CCOCC2)c1	-1	-4	-39	6	0.5	21	10	-1	-3
Cc1sc2nc(SCC(=O)c3cccs3)n(Cc3ccco3)c(=O)c2c1C	10	21	-8	-7	-0.6	6	7	-2	5
Cc1cc2nnc(SC(C)C)n2c2ccccc12	-3	0	-35	9	-0.8	8	-1	-3	7
Cc1cccc(OCC(=O)Nc2ccc(C(=O)O)cc2NC(=O)COc2cccc(C)c2)c1	0	13	-11	14	5.1	2	6	-2	-5
O=C(CN1C2=NCCN2c2ccccc21)c1cccs1	-1	2	-1	2	1.1	1	14	-1	-2

(next part)
SMILES	CHRM4 PAM	CRFR2-BP antag	TAAR1 antag	CHRM5 antagonist	CRFBP-R2 agonist	TAAR1 ag	CHO-K1 Ca PAM	CHRM5 agonist	CHRM5 PAM
C=CCn1c(SCC(=O)Nc2ccc(C(=O)O)cc2)nc2scc(-c3ccccc3)c2c1=O	4	-11	-14	-3	2.9	3	5	0	10
Fc1ccccc1NC(=S)NCCc1ccc(Cl)cc1	-2	18	1	-4	2.8	0	-8	-5	2
CCC(=O)Nc1cccc(NC(=S)NC(=O)c2ccc(Cl)cc2)c1	-9	-34	-1	-1	-2.0	4	22	2	-4
Nc1c(C(=O)NCCc2ccccc2)sc2nc(N3CCOCC3)c3c(c12)CCCC3	-8	17	-2	6	-0.5	16	11	0	5
O=C(C1CCN(S(=O)(=O)c2cccc3cccnc23)CC1)N1CCN(C2CCCCC2)CC1	-11	9	nt	3	-0.2	nt	1	-5	-5

Results in CHO-K1 Ca PAM, CHRM4 PAM and TAAR1 ag (two entries from above):
Compound	CHO-K1 Ca PAM	CHRM4 PAM	TAAR1 ag
C=CCn1c(SCC(=O)Nc2ccc(C(=O)O)cc2)nc2scc(-c3ccccc3)c2c1=O	5	4	3
Fc1ccccc1NC(=S)NCCc1ccc(Cl)cc1	-8	-2	0

A few values from the results shown.
O=C(C1CCN(S(=O)(=O)c2cccc3cccnc23)CC1)N1CCN(C2CCCCC2)CC1 in CHRM5 antagonist = 3
Fc1ccccc1NC(=S)NCCc1ccc(Cl)cc1 in CHRM5 PAM = 2
C=CCn1c(SCC(=O)Nc2ccc(C(=O)O)cc2)nc2scc(-c3ccccc3)c2c1=O in CHRM4 PAM = 4
